Assay outcomes deposited in PubChem by Southern Research Specialized Biocontainment Screening Center.
M. tuberculosis HTS – M. tuberculosis growth inhibition, HTS (AID 449762); M. tuberculosis H37Rv growth inhibition, 7H9 media; higher % means a stronger effect; inhibition, % at 25 µM; hits with a dose series show IC50 in µM; 330,000 compounds, 0.59% hits; in the data active = a potency from the dose series; inconclusive = inhibition above about 70% without an active follow-up result;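 note: bacterial growth assessed after seven days of incubation; strong numbers were not always called active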
VEEV TC-83 Vero – inhibitors of VEEV TC-83 cytopathic effect, confirmation, Vero cells (AID 588727); Vero cells, VEEV TC-83 cytopathic effect inhibition; higher % means a stronger effect; one-dose inhibition, % at 20 µM; IC50 in µM for titrated hits; 350,000 compounds, 0.13% hits; in the data active = a potency from the dose series; inconclusive = inhibition mostly from about 14% at the one dose, without a potency; inactive = the rest, 99 in 100 with inhibition below about 12%; note: strong numbers were not always called active
influenza NS1A – H1N1 influenza NS1A inhibitors, functional cell based assay (AID 504329) | NS1A functional cell-based assay, percent inhibition; higher % means a stronger effect | inhibition, % at 12.5 µM; hits with a dose series show IC50 in µM | 340,000 compounds, 0.3% hits; in the data active = a potency from the dose series; inconclusive = inhibition above about 27% without an active follow-up result; note: strong numbers were not always called active
Salmonella PhoP GFP – PhoP regulon inhibitors, Salmonella typhi PhoP promoter GFP reporter, confirmatory (AID 1850). Salmonella Typhi PhoP-promoter GFP reporter, fluorescence, 4 h; higher % means a stronger effect. one-dose inhibition, % at 50 µM; IC50 in µM for titrated hits. 310,000 compounds, 0.33% hits; in the data active = a potency from the dose series; inconclusive = inhibition mostly from about 25% at the one dose, without a potency; inactive = the rest, 99 in 100 with inhibition below about 19%;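 note: 0% = induced wells with vehicle and 100% = uninduced wells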
tuberculosis growth – growth inhibition of non-replicating M. tuberculosis (AID 488890). inhibition, % at 25 µM; hits with a dose series show IC50 in µM. Mycobacterium tuberculosis non-replicating, growth inhibition; higher % means a stronger effect. 320,000 compounds, 0.39% hits; in the data active = a potency from the dose series; inconclusive = inhibition mostly from about 82% at the one dose, without a potency; inactive = the rest, 99 in 100 with inhibition below about 76%;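 note: plate controls were DMSO cells for no effect and high antibiotic wells for full effect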
VEEV TC-83 Vero 10K pilot screen – further read-out of VEEV TC-83 Vero, marked with its call; inhibition, %; measured here: 10K pilot screen inhibition
Numbers without * were called inactive; i = inactive; ? = inconclusive; . = not tested or not shown.

SMILES	M. tuberculosis HTS	VEEV TC-83 Vero	influenza NS1A	Salmonella PhoP GFP	tuberculosis growth	others
CCOc1cc(C(=O)OC(C)C(=O)Nc2ccccc2OC)ccc1OCC(=O)N1CCOCC1 (stereo not drawn)	.	2.2%	-2%	.	.
O=C(NCCc1ccccc1)C1CCC(=O)N(Cc2cccc(C(F)(F)F)c2)C1 (stereo not drawn)	-2%	3.8%	-6%	-8%	2%
O=C(Nc1cccc(-c2nc3cccnc3s2)c1)c1ccc(Cl)nc1	-4%	7.0%	-4%	13%	-3%
N#CCCCSc1ncccc1-c1nc2ccccc2[nH]1	-6%	i	-3%	9%	-5%
O=C(NC1CCCC1)C(c1ccncc1)N(Cc1cccs1)C(=O)c1csnn1 (stereo not drawn)	-1%	i	-1%	-3%	37%
Cc1ccsc1/C=C1/CN(C)Cc2c1nc1ccccc1c2C(=O)O	-15%	0.2%	1%	12%	-10%
C=C(C)Cn1c(CCNC(=O)c2ccco2)nc2ccccc21	0%	1.4%	5%	5%	10%
COc1ccc(OCCCC(=O)NCCc2ccccc2)cc1	-1%	i	8%	7%	69%
Cc1ccc(-n2cc(CNCCn3nc(C)cc3C)c(-c3ccc(F)cc3)n2)cc1	3.5µM*	1.8%	-1%	-3%	6µM*
Cc1ccc(S(=O)(=O)N2CCN(CC(=O)N/N=C/c3ccc(Br)s3)CC2)cc1	6%	9.0%	-6%	-4%	26%
O=C(Nc1ccc(F)cc1)N1CCN(C(=O)C2CCCO2)CC1 (stereo not drawn)	-33%	2.3%	-7%	-3%	-1%
COc1ccc(NC(=O)CSc2nccc(C)n2)cc1	3%	i	-14%	-4%	18%
CC(=O)c1cccc(NC(=O)CN(Cc2ccccc2)S(C)(=O)=O)c1	-1%	0.7%	5%	-10%	3%
COc1ccc(-c2ccc(OC(=O)NC3CCS(=O)(=O)C3)cc2)cc1 (stereo not drawn)	66%	1.2%	-14%	-3%	35%
CC(=O)Nc1ccc(S(=O)(=O)NCCC(=O)OC(C)C(=O)c2ccc(C)cc2)cc1 (stereo not drawn)	-3%	1.8%	7%	21%	13%
O=C(c1cccc(F)c1)N1CCN(S(=O)(=O)Cc2ccccc2)CC1	-6%	1.7%	2%	-1%	-5%
Cc1nc(-c2ccccc2O)n(S(=O)(=O)N(C)C)n1	-8%	5.8%	4%	6%	3%
CSc1ccccc1C(=O)C1CCCN(C(=O)NC(C)C)C1 (stereo not drawn)	28%	i	2%	-7%	0%
CCN(C(=O)COC(=O)CSc1ccc(C(N)=O)cc1[N+](=O)[O-])C1CCCCC1	-15%	i	-12%	-3%	-4%
Cc1ccccc1Oc1nnc(-c2cccs2)c2ccccc12	.	i	4%	.	.
COc1ccccc1NC(=S)NC1CCCCCCCCCCC1	2%	i	-18%	-14%	?
Cc1ccc(C(=O)NCC(=O)OCC(=O)NCCc2ccccc2)s1	2%	3.1%	-2%	4%	-10%
CCOC(=O)CN1C(=O)/C(=C/c2cccc(Br)c2)Oc2ccccc21	1%	0.8%	1%	2%	1%
O=C(NC1CCCCC1)c1ccc(COc2ccccc2)o1	68%	0.7%	-7%	12%	?
CCC(C)n1c(-c2ccco2)nc2nc3ccccc3nc21 (stereo not drawn)	-4%	.	.	-3%	28%
Cc1cccc(-c2noc(CN(C)C(=O)c3ccco3)n2)c1	2%	0.4%	11%	2%	11%
COc1cc(SC)ccc1C(=O)Nc1ccc2c(c1)CCC2	8%	0.6%	2%	2%	21%
C#CCOCCOCCOCCNc1nc(N2CCN(C(=O)[C@H](CCCN=C(N)N)n3cc(C(N)[C@H](C)CC)nn3)CC2)nc(N2CCN(C(=O)[C@H](CCCN=C(N)N)n3cc(C(N)[C@@H](C)CC)nn3)CC2)n1 (stereo partly drawn)	?	0.7%	1%	.	?	VEEV TC-83 Vero 10K pilot screen=2.8
CC1(CCc2ccccc2)NC(=S)N(c2ccccc2)N1 (stereo not drawn)	-8%	1.8%	0%	-5%	28%
N[C@@H](Cc1ccc(O)cc1)C(=O)Nc1ccc2ccccc2c1	?	3.6%	4%	.	54%
Cc1cccc(C)c1N1C(=O)CC(N2CCN(S(=O)(=O)c3ccccc3F)CC2)C1=O (stereo not drawn)	3%	1.4%	-12%	.	?
CCc1ccc(-c2ccc3nnc(SCC(N)=O)n3n2)cc1	-6%	0.5%	0%	6%	-13%
COc1cccc(C2CC(c3ccc(Cl)cc3Cl)n3nc(N)nc3N2)c1 (stereo not drawn)	-5%	0.1%	-6%	-11%	26%
O=c1[nH]c(/C=C/c2ccccc2)c([N+](=O)[O-])c(=O)[nH]1	-5%	2.3%	21%	11%	20%
O=C(Nc1nc2ccc([N+](=O)[O-])cc2s1)c1ccco1	1%	.	.	7%	26%
C[C@H](CO)N1C[C@H](C)[C@H](CN(C)Cc2ccccc2)Oc2c(NC(=O)Nc3ccc(F)cc3)cccc2C1=O	-1%	0.2%	-4%	.	32%	VEEV TC-83 Vero 10K pilot screen=0.1
O=C(O)c1ccc(N=C2SCC(=O)N2Cc2ccccc2)cc1	4%	1.7%	1%	-8%	7%
CC1CCCC(NC(=O)COC(=O)CSc2ccc3ccccc3c2)C1C (stereo not drawn)	7%	1.2%	2%	-9%	73%
CCN(CC)CCN1C(=O)C(=O)/C(=C(/O)c2ccc(OC)cc2)C1c1ccco1 (stereo not drawn)	-7%	0.1%	-1%	-1%	0%
O=C(CCc1nc2ccccc2c(=O)[nH]1)OCc1ccc(-c2ccccc2)cc1	4%	1.4%	3%	-8%	26%
CN(Cc1nc(-c2cccs2)no1)CC1(N2CCOCC2)CCCCC1	0%	1.2%	-18%	-6%	19%
CCOC(=O)c1c(C)n(-c2ccc(F)cc2)c2ccc(O)cc12	-1%	1.2%	-1%	2%	1%
O=S(=O)(Nc1ccc(F)cc1)N1CCCCCC1	-3%	0.6%	-11%	-6%	2%
CC(=O)Nc1ccc(S(=O)(=O)NCCNc2ccccc2[N+](=O)[O-])cc1	3%	i	2%	4%	14%
CCOc1ccc2c(=O)c(Oc3ccccc3OCC)coc2c1	-12%	3.1%	7%	-6%	11%
Cc1ccc(NC(=S)NCCN(C2CCCCC2)C2CCCC2)cc1C	2%	5.5%	14%	15%	70%
NS(=O)(=O)c1ccc(N/N=C/c2cn(-c3ccccc3)nc2-c2cccs2)cc1	70%	28%	12%	-12%	49%
Cc1nn(Cc2cccc(C(=O)NC34CC5CC(CC(C5)C3)C4)c2)c(C)c1Br	10%	1.0%	-13%	-12%	55%
Cn1c(=O)c2c(nc(Sc3ncccn3)n2Cc2ccc(Cl)cc2)n(C)c1=O	-3%	3.2%	-19%	-3%	-3%	VEEV TC-83 Vero 10K pilot screen=0.5
COc1ccc(NC(=S)N2CCN(C(c3ccccc3)c3ccccc3)CC2)cc1OC	2%	1.5%	5%	1%	14%
CC[n+]1c(/C=C/C=C/N(C(C)=O)c2ccccc2)sc2cc(OC)ccc21	4%	.	.	-109%	65%
Cc1ccc(NC2=C(N3CCOCC3)C(=O)c3ccccc3C2=O)cc1	7%	3.2%	7.7µM*	1%	10%
Cc1ccc(-n2c(SCC(=O)Nc3ccc(C(=O)O)cc3)nnc2-c2ccncc2)cc1	-10%	0.5%	11%	-7%	-7%
NC1=NC(=O)/C(=C/c2ccc(Cl)cc2Cl)S1	?	0.9%	-28%	-6%	54%
COC(=O)c1ccccc1NC(NC(=O)c1ccco1)C(=O)c1ccccc1 (stereo not drawn)	2%	2.5%	3%	4%	-2%
CC(=O)N1CCCc2cc(S(=O)(=O)Nc3ccccc3C)ccc21	0%	2.3%	-11%	-3%	-2%
COc1ccccc1CNc1ncccn1	2%	0.4%	-5%	-4%	-3%
COc1ccc(N(C(C)=O)S(=O)(=O)c2cc(OC)ccc2OC)cc1	3%	2.7%	-11%	3%	3%
Cc1cc(-c2ccc(/C=N/n3cnnc3)o2)c(C)c([N+](=O)[O-])c1	0%	i	6%	-1%	20%
Cc1ccc(-c2cc(-c3ccccc3)[nH]c(=S)c2C#N)cc1	-5%	4.9%	4%	-2%	9%

Among those listed so far, these contain an NH in an aromatic ring.
SMILES	M. tuberculosis HTS	VEEV TC-83 Vero	influenza NS1A	Salmonella PhoP GFP	tuberculosis growth	others
N#CCCCSc1ncccc1-c1nc2ccccc2[nH]1	-6%	i	-3%	9%	-5%
O=c1[nH]c(/C=C/c2ccccc2)c([N+](=O)[O-])c(=O)[nH]1	-5%	2.3%	21%	11%	20%
O=C(CCc1nc2ccccc2c(=O)[nH]1)OCc1ccc(-c2ccccc2)cc1	4%	1.4%	3%	-8%	26%
Cc1ccc(-c2cc(-c3ccccc3)[nH]c(=S)c2C#N)cc1	-5%	4.9%	4%	-2%	9%

Two compounds picked at random from the list so far, as already listed:
SMILES	M. tuberculosis HTS	VEEV TC-83 Vero	influenza NS1A	Salmonella PhoP GFP	tuberculosis growth	others
COc1ccc(NC(=S)N2CCN(C(c3ccccc3)c3ccccc3)CC2)cc1OC	2%	1.5%	5%	1%	14%
COC(=O)c1ccccc1NC(NC(=O)c1ccco1)C(=O)c1ccccc1 (stereo not drawn)	2%	2.5%	3%	4%	-2%

Next results
SMILES	M. tuberculosis HTS	VEEV TC-83 Vero	influenza NS1A	Salmonella PhoP GFP	tuberculosis growth	others
CCOc1cc(N2CCOCC2)c(OCC)cc1NC(=O)c1c(C)noc1C	.	2.6%	-4%	.	.
O=C(O)c1ccc(N=NN2CCCCC2)cc1	-1%	i	.	3%	10%
COc1cc(C=O)cc(OC)c1OS(=O)(=O)c1ccc(NC(C)=O)cc1	3%	1.2%	5%	9%	7%
CCOC(=O)CSc1nnc(-c2cccnc2)n1C	3%	i	-7%	-12%	-10%
Cc1ccc(/C=N/n2c(COc3ccccc3)n[nH]c2=S)o1	5%	1.4%	-5%	0%	24%
COc1ccccc1-c1nc(=S)c(C(C)=O)c(C)[nH]1	3%	i	.	-10%	3%
CC(O)C(=O)N/N=C/c1cccc2ccccc12 (stereo not drawn)	.	0.1%	-6%	.	.
OCC1(Cc2ccccc2C(F)(F)F)CCN(Cc2ccccc2)CC1	0%	i	-8%	-9%	30%
Cc1ccc(Nc2nc(CSc3nnc(-c4ccccc4)n3C)cs2)cc1	14%	8.0%	4%	6%	70%
COc1ccccc1N(C(=O)c1snc(C(N)=O)c1N)C(C(=O)NC1CCCC1)c1ccc2ncccc2c1 (stereo not drawn)	-5%	0.7%	-7%	7%	28%
CN(c1ccccc1)S(=O)(=O)c1cccc(NC(=O)CCNC(=O)c2ccccc2)c1	-3%	0.5%	-9%	.	31%
COc1ccc(/C(N)=N/OC(=O)c2cc(-c3ccccc3)nc3ccccc23)cc1	-2%	4.8%	-8%	-1%	13%
O=C(CSc1nnc(COc2ccccc2)n1Cc1ccco1)NCc1ccco1	-1%	i	-1%	1%	25%
CCCN(CC1CCCO1)C(=O)c1cc(COc2ccc(F)cc2F)on1 (stereo not drawn)	-1%	i	0%	-4%	3%
CCC(=O)c1ccc(OCC(=O)N2CCN(C(=O)c3ccccc3)CC2)cc1	0%	2.7%	-6%	.	1%
O=C(CN1CCN(S(=O)(=O)c2ccc(Cl)cc2)CC1)NC1CCCC1	-3%	3.4%	6%	-9%	12%
O=C(COC(=O)/C=C/c1cccc(Cl)c1)NC1CCCC1	-5%	0.1%	-5%	.	36%
COc1ccc(-c2nnc(SC(C(=O)c3c[nH]c4ccccc34)c3ccccc3)n2N)cc1OC (stereo not drawn)	?	6.2%	9%	-11%	9%
O=C(N/N=C/c1ccc(F)c(F)c1)c1cc2c(s1)-c1ccccc1CC2	-13%	0.8%	1%	31%	-9%
Cc1cc(NS(=O)(=O)c2ccc(NC(=O)Cc3ccc([N+](=O)[O-])cc3)cc2)no1	9%	0.8%	-2%	19%	45%
CCn1nc(C)cc1C(=O)n1nc(C)c(Sc2ncccn2)c1C	-7%	3.7%	-26%	5%	-5%
N#CCC(=O)N1CC2(CC(c3cccc(NC(=O)COc4ccc(Cl)cc4)c3)=NO2)C[C@@H]1C(N)=O (stereo partly drawn)	-1%	0.2%	8%	8%	8%
O=C(COC(=O)Cc1ccc(Br)cc1)NCc1cccs1	2%	0.1%	-1%	.	57%
c1cncc(-c2nnc(-c3ccco3)o2)c1	-5%	0.1%	2%	-2%	41%
c1ccc(-n2cc(CN3CCC(N4CCOCC4)CC3)c(-c3ccc4c(c3)OCO4)n2)cc1	-3%	i	-6%	10%	-1%	VEEV TC-83 Vero 10K pilot screen=0.0
COc1cccc(COC(=O)C2CCN(S(=O)(=O)c3ccc(Cl)cc3)CC2)c1OC	3%	2.0%	6%	1%	38%
